SKN-1 block – inhibitors of C. elegans SKN-1; inhibition, % at 21.8 µM; C. elegans VP596 Pgst-4::GFP/RFP ratio, acrylamide-induced, 24 h; 360,000 compounds, 0.49% hits; AID 624304;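 active = interference check ratio from 0.5 to 1.5 plus GFP to RFP signal ratio inhibition reaching or exceeding a fixed threshold, cut at about 30% in these data, passing the limit was not always enough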; also: some compounds called inactive have numbers as strong as hits
Scp-1 inhibitor – Scp-1 (human) phosphatase inhibition | Q9GZU7 | Recombinant Scp1, phosphopeptide, malachite green phosphate absorbance | inhibition, % at 20 µM | 340,000 compounds, 0.88% hits;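 active = inhibition above about 50% at 20 µM, limit read from the data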;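 also: plate controls were DMSO wells with enzyme for no effect and wells lacking enzyme for full effect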
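Material: truncated SCP-1 phosphatase (76-261aa) / Buffer or medium: 50 mM Tris acetate pH 5.5, 0.005% Tween-20, 10 mM MgCl2 / Compound dosing: one concentration, 20 µM, with 1.0% DMSO / Incubation: 45 min room-temperature reaction, 5 min colour, 30 min stabiliser / Detection: colorimetric free-phosphate detection, absorbance 630 nm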
SUMO1 PPI mod – SUMO1-SIM interaction modulation; AID 602429; inhibition, % at 20 µM; SUMO1 binding to a labelled peptide, TR-FRET, 1 h; 360,000 compounds, 0.33% hits; P63165; in the data active = inhibition above about 37%
Neddylation inh – inhibitors of human cullin neddylation; TR-FRET cullin neddylation, biochemical; calls only at 25 µM; 360,000 compounds, 0.58% hits; AID 651699; in the data active = inhibition above about 36%
CendR NRP1 mod – NRP-1/CendR interaction modulation | FAM-RPARPAR peptide binding to NRP-1, fluorescence polarization | AID 602438 | inhibition, % at 25 µM | O14786 | 360,000 compounds, 0.85% hits;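 active = inhibition or corrected inhibition above about 18%, plus a signal ratio from 0.5 to 1.5, limit read from the data, passing the limit was not always enough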; also: strong numbers were not always called active
NadD block – NadD (S. aureus) enzyme inhibition; inhibition, % at 20 µM; purified NadD enzyme, colorimetric absorbance read-out; AID 602399; 360,000 compounds, 0.78% hits; in the data active = inhibition above about 26%; also: some compounds past the cut are filed as inactive
STEP block – blocks human striatal-enriched tyrosine phosphatase; inhibition, % at 20 µM; recombinant STEP, OMFP fluorogenic substrate, fluorescence; 360,000 compounds, 0.25% hits; P54829;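 active = inhibition at 20 µM, scaled per plate between control wells, above about 37%, limit read from the data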;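 also: 0% = DMSO with enzyme and substrate and 100% = substrate only without enzyme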
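Material: STEP (striatal-enriched tyrosine phosphatase) enzyme, cell-free | Medium: 50 mM Bis-Tris pH 6.0 with 2.5 mM DTT and 0.005% Tween 20 | Read-out: Percent inhibition scaled to no-enzyme and uninhibited-enzyme controls, plate-pattern corrected | Signal: Fluorescence read at 480 nm ex / 540 nm em | Times: 20 min reaction, room temperature, in the dark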
TbMetRS inhib – Trypanosoma brucei MetRS inhibition; purified T. brucei MetRS, ATP depletion, Kinase-Glo luminescence; inhibition, % at 11.9 µM; 360,000 compounds, 0.4% hits; AID 624268;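 active = inhibition above a per-plate cutoff of the control wells' mean inhibition plus 3 SD, cut at about 5.5% in these data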;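 also: 0% = DMSO wells median and 100% = median of wells with control inhibitor compound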
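Material: parasite MetRS enzyme / Replication: singlicate, one well per compound / Signal: luminescence of leftover ATP / Schedule: 2 h aminoacylation at 25 °C after 15 min preincubation / Medium: HEPES-MgCl2-KCl buffer plus DTT, spermine, BSA, pyrophosphatase / Doses: 11.9 µM single point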
LMPTP inh – blocks human LMPTP phosphatase; recombinant LMPTP-A, OMFP fluorogenic substrate, fluorescence intensity; P24666; 360,000 compounds, 0.22% hits; inhibition, % at 20 µM;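 active = compounds that cut the enzyme signal by at least half of the control window in the single-dose screen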;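 also: plate controls were DMSO wells with enzyme plus substrate for no effect and substrate without enzyme for full effect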
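Test system: LMPTP-A phosphatase enzyme. Amount: LMPTP-A at 0.625 nM final in the reaction. Reagent: OMFP substrate, 400 µM final. Times: 50 min at room temperature. Signal: endpoint fluorescence intensity from OMFP dephosphorylation. Read-out basis: % inhibition. Benchmarks: no-enzyme and uninhibited controls.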
DNMT1 block – inhibitors of human DNMT1; DNMT1 molecular beacon, Hinp1I cleavage, fluorescence; inhibition (reported as % activation of signal), % at 10 µM; 360,000 compounds, 0.83% hits; AID 588458; in the data active = inhibition above about 50%
Target sequence (P26358 504-1616 limits assumed): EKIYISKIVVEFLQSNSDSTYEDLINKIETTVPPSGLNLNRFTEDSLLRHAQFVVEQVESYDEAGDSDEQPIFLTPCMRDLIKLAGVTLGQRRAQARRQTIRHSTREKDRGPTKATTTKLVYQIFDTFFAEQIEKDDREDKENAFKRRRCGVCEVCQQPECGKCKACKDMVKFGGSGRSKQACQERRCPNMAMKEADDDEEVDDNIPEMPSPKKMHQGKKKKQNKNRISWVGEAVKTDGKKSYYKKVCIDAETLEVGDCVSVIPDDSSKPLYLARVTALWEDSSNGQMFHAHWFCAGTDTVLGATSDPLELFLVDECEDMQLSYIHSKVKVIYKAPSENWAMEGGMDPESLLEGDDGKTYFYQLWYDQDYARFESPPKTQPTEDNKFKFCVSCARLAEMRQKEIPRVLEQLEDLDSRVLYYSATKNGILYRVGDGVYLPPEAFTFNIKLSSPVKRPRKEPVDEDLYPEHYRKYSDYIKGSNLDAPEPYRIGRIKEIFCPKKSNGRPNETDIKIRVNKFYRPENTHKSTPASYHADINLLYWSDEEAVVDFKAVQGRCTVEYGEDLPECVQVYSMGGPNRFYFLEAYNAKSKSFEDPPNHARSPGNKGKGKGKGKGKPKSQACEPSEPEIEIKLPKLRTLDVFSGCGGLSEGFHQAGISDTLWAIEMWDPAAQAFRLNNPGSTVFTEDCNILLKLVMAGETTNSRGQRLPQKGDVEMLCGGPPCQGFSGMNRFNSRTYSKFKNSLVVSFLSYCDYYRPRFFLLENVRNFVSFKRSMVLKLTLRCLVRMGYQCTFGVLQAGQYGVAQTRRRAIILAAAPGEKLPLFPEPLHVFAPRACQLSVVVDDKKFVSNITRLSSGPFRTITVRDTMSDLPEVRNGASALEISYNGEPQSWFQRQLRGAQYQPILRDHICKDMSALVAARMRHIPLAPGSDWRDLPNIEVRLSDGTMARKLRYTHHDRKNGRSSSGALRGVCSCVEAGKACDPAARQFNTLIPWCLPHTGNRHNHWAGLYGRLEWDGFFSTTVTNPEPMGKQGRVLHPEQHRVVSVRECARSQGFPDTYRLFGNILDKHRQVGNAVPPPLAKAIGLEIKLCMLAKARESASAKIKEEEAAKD
Numbers without * were called inactive; i = inactive.

Sample of the layout:
Values run as follows: SKN-1 block, Scp-1 inhibitor, SUMO1 PPI mod, Neddylation inh, CendR NRP1 mod, NadD block, STEP block, TbMetRS inhib, LMPTP inh, DNMT1 block
> O=C(COC(=O)c1n[nH]c2ccccc12)NC(=O)NC12CC3CC(CC(C3)C1)C2
  -6, -5, 1, i, 3, 17, -1, -0.5, 0.3, 28
> O=C(CSc1nc(N2CCOCC2)nc(N2CCOCC2)n1)Nc1ccc([N+](=O)[O-])cc1
  4, 3, -25, i, -3, -2, -2, -0.2, 0.0, 2
> O=C(Nc1cccc(F)c1)C1CCN(C(=O)NCc2ccccc2)CC1
  4, -1, 1, i, -10, -1, 2, 0.4, -0.8, -1

The whole of this part, from the first entry:
Values run as follows: SKN-1 block, Scp-1 inhibitor, SUMO1 PPI mod, Neddylation inh, CendR NRP1 mod, NadD block, STEP block, TbMetRS inhib, LMPTP inh, DNMT1 block
> O=C(COC(=O)c1n[nH]c2ccccc12)NC(=O)NC12CC3CC(CC(C3)C1)C2
  -6, -5, 1, i, 3, 17, -1, -0.5, 0.3, 28
> O=C(CSc1nc(N2CCOCC2)nc(N2CCOCC2)n1)Nc1ccc([N+](=O)[O-])cc1
  4, 3, -25, i, -3, -2, -2, -0.2, 0.0, 2
> O=C(Nc1cccc(F)c1)C1CCN(C(=O)NCc2ccccc2)CC1
  4, -1, 1, i, -10, -1, 2, 0.4, -0.8, -1
> Cc1ccc(CCNC(=O)CCS(=O)(=O)Cc2ccc(C)cc2)cc1
  13, -7, 7, i, 5, -3, 0, -0.4, -0.3, 1
> CNC(=O)c1ccc(NC(=O)CC2SC(N3CCCC3)=NC2=O)cc1 (centres undefined)
  20, -9, -10, i, 16, 5, -3, -0.3, -8.1, 0
> O=C1C2C3C=CC(C3)C2C(=O)N1c1ccc2c(c1)CCC2 (centres undefined)
  5, -1, -1, i, 0, 2, -4, -0.3, -0.7, 4
> CN(CC(=O)Nc1ccc(Cl)c(Cl)c1)C(=O)C1CCC1
  4, -18, 7, i, 6, -2, -2, 0.2, -1.9, 2
> c1nc(NC2CCCCCC2)c2[nH]cnc2n1
  2, -10, 14, i, -4, 1, 2, 1.0, -0.3, 3
> CCCCn1c(N)c(N(CC(C)C)C(=O)CSc2nn(-c3ccc(F)cc3)c(=S)s2)c(=O)[nH]c1=O
  -8, 29, 6, i, -5, 6, 2, 0.1, -3.6, -2
> CCOc1ccccc1C(=O)N/N=C/c1c[nH]c2ccccc12
  5, -3, 3, i, 3, 0, 5, 0.5, 0.5, -3
> Cc1noc(C)c1C(=O)OCC(=O)Nc1cccc(S(N)(=O)=O)c1
  -5, 5, -2, i, 5, 1, -2, -1.1, 0.4, 9
> O=S(=O)(NC1=NCCCCC1)c1ccc2sc(NS(=O)(=O)c3ccc4ccccc4c3)nc2c1
  -3, -11, 2, i, -10, 18, 8, -0.1, 1.9, -7
> O=C(NN=C1CCCC1)NC1CCCCC1
  -3, -6, 1, i, -7, -1, 2, 0.0, -1.2, 0
> CCOC(=O)C(N)CSC1CC(=O)N(c2ccc(OCC)cc2)C1=O (centres undefined)
  3, -5, 2, i, -6, 4, 1, -0.9, -0.4, 0
> CCCCC(=O)NC(c1ccco1)c1c(O)ccc2ccccc12 (centres undefined)
  19, -5, 6, i, 15, -2, -2, -0.3, -0.6, -1
> COc1ccccc1N(CCOc1ccccc1)S(=O)(=O)c1ccccc1
  3, -19, 5, i, 26*, -6, -2, 0.2, 1.6, 2
> CCCC(O)(CCN1CCCCC1)c1ccc(OCC)cc1 (centres undefined)
  -9, 1, 3, i, -13, -1, -4, 0.0, -0.8, -5
> O=C1CCc2cc(S(=O)(=O)NCc3ccccc3Cl)ccc2N1
  -6, -3, 3, i, -15, -9, 0, -0.1, -1.9, 5
> Cc1ccnc(NC(=O)CNC(=O)c2ccc(Br)o2)c1
  3, -3, 8, i, -2, -4, 0, -0.5, -3.0, 0
> COc1ccc(S(=O)(=O)N2CCOC23CCN(S(=O)(=O)c2c(C)cc(C)cc2C)CC3)cc1
  9, -10, -3, i, -2, -7, 4, -0.3, 1.8, -2

Three of these compounds in a different format:
Cc1ccnc(NC(=O)CNC(=O)c2ccc(Br)o2)c1
  SKN-1 block: 3; Scp-1 inhibitor: -3; SUMO1 PPI mod: 8; Neddylation inh: i; CendR NRP1 mod: -2; NadD block: -4; STEP block: 0; TbMetRS inhib: -0.5; LMPTP inh: -3.0; DNMT1 block: 0

O=C1CCc2cc(S(=O)(=O)NCc3ccccc3Cl)ccc2N1
  SKN-1 block: -6; Scp-1 inhibitor: -3; SUMO1 PPI mod: 3; Neddylation inh: i; CendR NRP1 mod: -15; NadD block: -9; STEP block: 0; TbMetRS inhib: -0.1; LMPTP inh: -1.9; DNMT1 block: 5

O=S(=O)(NC1=NCCCCC1)c1ccc2sc(NS(=O)(=O)c3ccc4ccccc4c3)nc2c1
  SKN-1 block: -3; Scp-1 inhibitor: -11; SUMO1 PPI mod: 2; Neddylation inh: i; CendR NRP1 mod: -10; NadD block: 18; STEP block: 8; TbMetRS inhib: -0.1; LMPTP inh: 1.9; DNMT1 block: -7

(cont.)
canonical_smiles,SKN-1 block,Scp-1 inhibitor,SUMO1 PPI mod,Neddylation inh,CendR NRP1 mod,NadD block,STEP block,TbMetRS inhib,LMPTP inh,DNMT1 block
CCOC(=O)c1c(NC(=O)COC(=O)Cc2ccccc2[N+](=O)[O-])sc(C(=O)N(C)C)c1C,15,-1,-11,i,2,2,0,-0.3,0.7,-1
Cc1ccc(N2CC(C(=O)Nc3cc(C)on3)CC2=O)cc1 (centres undefined),32,-3,-5,i,-4,3,-2,-0.4,-1.3,-2
O=C1c2ccccc2C(Nc2ccc(Cl)cc2)N1CCN1CCOCC1 (centres undefined),0,-6,3,i,-7,-1,9,-0.1,-0.5,-7
Cc1ccccc1N1CC(C(=O)Nc2nnc(SCCC3OCCO3)s2)CC1=O (centres undefined),17,-5,16,i,-17,19,2,0.2,1.5,15
O=C1C2C(c3ccccc3)C=CC(c3ccccc3)C2C(=O)N1c1ccncc1 (centres undefined),1,4,-2,i,7,3,2,-0.4,0.2,-3
COc1cccc(CN(C(=O)Cn2nnc(-c3ccccc3F)n2)C(C(=O)NC(C)(C)C)c2ccncc2)c1 (centres undefined),-8,2,-2,i,0,4,-1,-0.7,-0.1,0
O=c1c(C=NCC2CCCO2)c(-c2ccccc2)[nH]n1-c1ccc([N+](=O)[O-])cc1 (centres undefined),11,-15,-19,i,-27,-6,-2,-0.5,1.4,-5
Cc1nc2ncnn2c(N2CCN(c3cccc(C(F)(F)F)c3)CC2)c1C,7,-1,3,i,-1,1,2,-0.3,0.7,-3
COCCN(CC(=O)Nc1cccc(C)c1C)C(=O)c1ccc2c(c1)OCO2,1,-5,14,i,2,2,0,-0.1,-0.8,0
Cc1ccc(C(=O)NC(N2CCCC2)C(Cl)(Cl)Cl)cc1 (centres undefined),-7,6,0,i,-3,-1,-4,-0.5,-2.3,-3
O=C(C(Cc1ccccc1)N1C(=O)c2ccccc2C1=O)N1CCc2ccccc21 (centres undefined),-2,-15,-1,i,11,-27,-2,-1.5,-1.8,-2
CC(C)c1nnc(NC(=O)C2CCCN2C(=O)Nc2ccccc2F)s1 (centres undefined),12,-1,-4,i,9,-4,2,0.0,-0.8,0
CCc1nnc(NC(=O)c2ccc(S(=O)(=O)N(C)Cc3ccccc3)cc2)o1,-12,-5,6,i,-4,6,2,-0.6,-1.9,1
COC(=O)c1cc(C(=O)NC(C)C2CC3CCC2C3)cc([N+](=O)[O-])c1 (centres undefined),7,-3,-27,i,-3,-1,1,0.0,0.4,6
O=C(COc1ccc(Br)cc1)NCC1COc2ccccc2O1 (centres undefined),13,-14,8,i,-3,-3,2,0.2,0.7,0
CCN(CC(=O)Nc1ccccc1C(=O)NC1CC1)Cc1cccs1,-7,-5,0,i,7,-1,2,-0.3,0.7,1
CC(OC(=O)CCC1CCCCC1)C(=O)Nc1ccc(S(N)(=O)=O)cc1 (centres undefined),14,-1,1,i,5,-3,0,-0.3,1.4,1
COC(=O)c1ccc(N=CC2=C(O)CC(c3ccccc3)CC2=O)cc1 (centres undefined),-5,-4,2,i,-3,0,1,-0.1,-0.3,4
S=C(NC1CCCCC1)N1CCN(Cc2ccccc2Cl)CC1,-4,-12,-2,i,4,-6,-1,0.0,-1.0,0
COc1ccc(-c2csc(NC(=O)CSc3nnnn3C)n2)c(OC)c1,11,5,0,i,4,-4,-1,-0.2,0.4,0
CCOC(=O)C1CCN(C(=O)COc2ccc(N(C)S(=O)(=O)c3ccc(OCC)cc3)cc2)CC1,-7,-9,-2,i,-10,-7,1,0.4,-2.0,-2
CSCCC1NC(=O)N(CC(=O)N2CCc3ccccc3C2)C1=O (centres undefined),8,-6,-2,i,-6,0,2,-0.1,-0.6,-2
COc1ccc(-c2c(-c3ccc4c(c3)OCO4)c3ccccc3n2C)cc1,2,-8,-1,i,1,3,0,-0.2,2.7,-2
CCc1nc2ccc(C(=O)N3CCN(c4cccc(C)c4C)CC3)cc2nc1CC,12,-7,-4,i,-1,12,3,0.8,0.6,0
COc1ccc(CNC(=O)C(=O)NCC2OCCN2S(=O)(=O)c2ccccc2)cc1 (centres undefined),-7,0,1,i,7,0,-2,-0.5,1.6,-2

Assay outcomes from PubChem.
